Screening results: PubChem BioAssay, Broad Institute
RAD54 inh: RAD54 (human) branch migration inhibition. Q92698. RAD54 Holliday junction branch migration, FAM/BHQ fluorescence. inhibition, % at 10.4 µM. actives 0.14% (n = 360,000). AID 602329;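 active = mean normalized replicate activity at least 40 and at least half of replicates scoring 40 or more; inconclusive = only one of the two criteria met; inactive = mean below 40 and under half of replicates reaching 40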;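 also: 0% = median of neutral control wells and 100% = median of positive control wells; inhibitors cause a drop in the FAM fluorescence signal; in these data hits start at about 50%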
Target sequence (Q92698 whole entry, looked up): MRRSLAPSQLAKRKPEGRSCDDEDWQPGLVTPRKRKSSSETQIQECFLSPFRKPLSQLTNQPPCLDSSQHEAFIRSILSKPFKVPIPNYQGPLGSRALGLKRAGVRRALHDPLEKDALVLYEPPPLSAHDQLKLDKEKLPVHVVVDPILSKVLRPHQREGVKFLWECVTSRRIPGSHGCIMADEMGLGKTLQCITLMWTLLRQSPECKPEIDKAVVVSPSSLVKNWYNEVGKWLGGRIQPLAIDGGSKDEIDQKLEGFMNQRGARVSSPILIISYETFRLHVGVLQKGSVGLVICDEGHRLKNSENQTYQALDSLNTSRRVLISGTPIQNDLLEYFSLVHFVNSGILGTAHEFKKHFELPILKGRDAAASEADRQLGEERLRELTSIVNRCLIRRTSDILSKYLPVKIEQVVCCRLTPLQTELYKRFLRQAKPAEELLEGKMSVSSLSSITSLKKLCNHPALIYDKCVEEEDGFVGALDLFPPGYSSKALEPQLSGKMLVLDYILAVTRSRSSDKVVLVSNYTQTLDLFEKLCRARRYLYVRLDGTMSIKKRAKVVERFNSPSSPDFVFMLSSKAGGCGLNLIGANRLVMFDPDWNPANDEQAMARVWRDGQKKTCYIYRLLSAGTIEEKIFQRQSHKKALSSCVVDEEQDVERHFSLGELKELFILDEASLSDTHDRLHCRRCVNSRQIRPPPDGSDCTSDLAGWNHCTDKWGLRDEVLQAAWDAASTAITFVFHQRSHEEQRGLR
esBAF inh: blocks esBAF chromatin remodeling in mouse ES cells; Bmi1-luciferase knock-in reporter, 24 h; 100% = twice the neutral-well signal; reporter increase, % at 12.5 µM; actives 2% (n = 350,000); AID 602393; in the data active = activation above about 40%; inconclusive = no clear call, values can overlap the other calls;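 also: 0% = median of the plate's neutral control wells and 100% = double that signal; a rise in the Bmi1 reporter signal indicates esBAF inhibition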
RAD52 inh: RAD52 (human) annealing inhibition. P43351. recombinant RAD52 DNA annealing, FRET fluorescence. inhibition, % at 18.7 µM. actives 0.46% (n = 360,000). AID 651710;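 active = every replicate showing at least 50% inhibition; inconclusive = mean inhibition at least 50% but not in every replicate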
Xi reactivation: activators of X-chromosome reactivation in mouse fibroblasts; AID 743238; actives 0.055% (n = 360,000); XiGFP mouse fibroblasts, % GFP-positive cells imaging, 3 d; cells co-treated with 5-aza-dC sensitizer; scaled so ellipticine positive control = 100%; activation, % at 7.58 µM;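 active = mean normalized replicate activation at least 10% and every replicate at or above 10%; inconclusive = only one of the two criteria met; inactive = mean below 10% and not all replicates reach 10%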;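 also: 0% = median of on-plate neutral control wells and 100% = ellipticine 6 µM median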
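System: 68-5-11 XiGFP fibroblast line | Buffer or medium: DMEM containing 5-aza-dC | Compound: Single point | Times: Compounds 3 days, fix/stain 15 min at room temperature | Benchmarks: Positive control ellipticine, 6 µM final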
ERAP1 inh: inhibitors of human ERAP1 aminopeptidase; actives 0.15% (n = 340,000); recombinant ERAP1, Leu-AMC fluorescence, 60 min; Q9NZ08; inhibition, % at 10.7 µM;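 active = mean replicate inhibition of at least 30%, or all replicates individually reaching that 30% level; inactive = mean below 30% and not every replicate reaching it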;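 also: 0% = neutral control wells and 100% = L-leucinethiol positive control wells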
ARNT-TACC3 inh: disrupts binding between human ARNT and TACC3. inhibition, % at 9.99 µM. Q9Y6A5. actives 0.66% (n = 390,000). AlphaScreen His-ARNT PAS-B/GST-TACC3 binding, luminescence; TACC3 fragment carries E629A point mutation;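 active = mean inhibition of replicates at least 50% and at least half of replicates each reaching 50%; inconclusive = half or more replicates reach 50% but mean below 50%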;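 also: 0% = complete ARNT plus TACC3 wells and 100% = ARNT alone without TACC3; many hits fall short of the cut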
GSIS activator: primary screen for activators of insulin secretion dependent on glucose, INS-1E cells, GLuc reporter luminescence; INS-1E GLuc reporter insulin secretion, 2-3 h; actives 0.61% (n = 370,000); AID 743287; activation, % at 16.6 µM;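 active = lowest replicate activation of at least 40%, so every replicate reaches that level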;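 also: 0% = median of neutral control wells and 100% = median of IBMX positive control wells; some compounds called inactive have numbers as strong as hits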
CFTR F508del cor: correctors of CFTR F508del function in bronchial epithelial cells. AID 720511. actives 0.36% (n = 350,000). activity (quench increase), % at 7.58 µM. CFBE cells, YFP halide quenching; stimulated with forskolin plus potentiator P3; % fluorescence drop versus neutral controls;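 active = mean added fluorescence quench of at least 8% versus neutral control, with both replicates also reaching 8%; inconclusive = only one of the mean or replicate conditions met; inactive = mean below 8% and not both replicates reaching 8%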;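 also: cells transiently co-express mutant CFTR-F508del with the halide-sensitive YFP; corrector assay measuring rescue of mutant channel to the surface after 24 h compound exposure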
Active calls of the source: *; i = inactive; ? = inconclusive; / = not tested or not shown.

Values run as follows: RAD54 inh	esBAF inh	RAD52 inh	Xi reactivation	ERAP1 inh	ARNT-TACC3 inh	GSIS activator	CFTR F508del cor
- COc1ccc(NC(=O)CN(C)C(=O)c2cc3c(cc2Cl)N2CCCCCC2=NS3(=O)=O)cc1
    /	/	0	0.0	-4	4	11	-2.1
- O=C(c1ccccc1)N1CC[C@@H]2[C@H]1c1cc(C#Cc3ccccc3F)ccc1N[C@@H]2CO
    -3	-5	-19	0.0	2	-6	10	-0.2
- COc1ccc(N/N=C/c2c(C(=O)O)ccc3ccccc23)cc1
    -4	-58	-66	-0.1	0	3	-9	?
- Cc1ccc(CN2CCN(Cc3cccn3-c3ccccn3)CC2CCO)o1 (stereo unspecified)
    /	-11	-21	0.4	-3	0	3	1.7
- C[C@H](O)C#Cc1cnc2c(c1)C(=O)N([C@@H](C)CO)C[C@@H](C)[C@H](CN(C)C(=O)Nc1ccc(F)cc1)O2
    4	-7	-12	-1.0	-1	-3	-2	0.3
- COc1ccc(OC)c(C2CC(=O)N3CN(c4cccc(Cl)c4)CSC3=C2C#N)c1 (stereo unspecified)
    -6	2	-19	0.1	16	-2	-5	2.8
- Cc1cccc(N2CCN(C(=O)c3ccncc3)CC2)c1C
    0	3	/	/	/	2	28	/
- CNC(=O)CN(c1ccc2c(c1)OCCO2)S(C)(=O)=O
    7	-2	/	/	/	-2	-1	/
- O=C(CCc1nc2ccccc2s1)c1ccccc1
    -12	/	/	0.0	/	-8	9	/
- O=C(CCSCc1cccc(Cl)c1)NC1CCCC1
    -1	/	/	0.3	/	1	-2	/
- Oc1cc(O)c2c(c1)O[C@H](c1ccc(O)c(O)c1)[C@@H](O)C2
    -4	-2	-16	0.1	-3	2	/	1.0
- COC(=O)CSc1nnc(CNC(=O)c2ccccc2F)n1-c1ccccc1
    /	/	-8	0.1	-3	-5	-9	-0.1
- O=C(NCc1ccco1)/C(=C/c1cccc([N+](=O)[O-])c1)NC(=O)c1ccco1
    0	0	-3	0.0	-1	-2	24	0.0
- CC1CCC(C(=O)NC(C(=O)NCCCN2CCOCC2)C(C)C)CC1 (stereo unspecified)
    -11	-9	0	/	0	-6	-8	/
- CN(C)C(=O)C[C@H]1C=C[C@H](NC(=O)C2CCOCC2)[C@@H](CO)O1
    /	/	2	0.0	-4	/	-1	2.7
- CCOC(=O)C1CCCN(CC(O)COC(c2ccccc2)c2ccccc2)C1 (stereo unspecified)
    -7	-6	-142	-0.1	-3	10	-15	3.0
- CCN(CC)S(=O)(=O)c1ccc(C(=O)NNC(=O)c2cccs2)cc1
    -3	/	/	-0.1	/	-3	-5	/
- CCOc1ccc(C(=O)n2cc(C(=O)OC)c3ccccc32)cc1OCC
    3	-9	-2	0.2	-3	-5	0	5.9
- Cc1nn(C)cc1C1C(C#N)=C(N)N(c2ccc(F)c([N+](=O)[O-])c2)C2=C1C(=O)CCC2 (stereo unspecified)
    -1	/	/	0.1	/	3	6	/
- Cc1nnc2n(-c3ccccc3)c(=O)c3c4c(sc3n12)COC(C)(C)C4
    -2	-6	/	/	/	-1	16	/
- O=C(NNc1nc(-c2ccccc2)cs1)c1ccco1
    -6	9	/	0.0	/	3	13	/
- C[C@@H]1CN([C@@H](C)CO)C(=O)c2cc(NS(=O)(=O)c3ccc(Cl)cc3)ccc2O[C@@H](C)CCCCO[C@H]1CN(C)C(=O)c1ccccc1
    -1	-2	28	0.0	-1	-4	-9	0.4
- COc1cc(N)c2ncccc2c1OC
    -6	-9	5	0.1	2	23	/	-0.4
- O=C(NCC(c1ccco1)N1CCCC1)c1ccccc1Sc1ccc(C(F)(F)F)cc1[N+](=O)[O-] (stereo unspecified)
    -3	3	-11	0.0	0	15	-18	-0.8
- COc1cccc(C(=O)N2C[C@H]3[C@@H](c4ccccc42)[C@@H](CO)N3C(C)=O)c1
    14	1	14	0.4	0	-12	-5	-2.3
- COc1ccc(-c2nnc3ccc(SCC(=O)Nc4cc(C)on4)nn23)cc1OC
    -1	-4	-7	-0.1	0	25	9	-0.8
- Cc1cccc(-c2nnc(SCCOc3ccc4c(C)cc(=O)oc4c3)o2)c1
    -1	-6	/	/	/	12	6	/
- O=S(=O)(c1ccc(F)cc1)N1CCN(c2ncccn2)CC1
    /	-8	-8	/	/	4	13	-1.4
- CC(C)c1nc2sc3c(=O)n(N)cnc3c2c2c1COC(C)(C)C2
    1	/	-4	-0.4	5	-1	18	/
- Cc1ccc(C2=NS(=O)(=O)N(C)C(C(=O)NC3CCCC3)=C2)cc1
    0	-2	-14	-0.1	1	-2	-26	2.9

Rewritten field by field: 4 of the compounds above.
CCOc1ccc(C(=O)n2cc(C(=O)OC)c3ccccc32)cc1OCC
  RAD54 inh = 3	esBAF inh = -9	RAD52 inh = -2	Xi reactivation = 0.2	ERAP1 inh = -3	ARNT-TACC3 inh = -5	GSIS activator = 0	CFTR F508del cor = 5.9

O=C(NNc1nc(-c2ccccc2)cs1)c1ccco1
  RAD54 inh = -6	esBAF inh = 9	RAD52 inh = /	Xi reactivation = 0.0	ERAP1 inh = /	ARNT-TACC3 inh = 3	GSIS activator = 13	CFTR F508del cor = /

Cc1nnc2n(-c3ccccc3)c(=O)c3c4c(sc3n12)COC(C)(C)C4
  RAD54 inh = -2	esBAF inh = -6	RAD52 inh = /	Xi reactivation = /	ERAP1 inh = /	ARNT-TACC3 inh = -1	GSIS activator = 16	CFTR F508del cor = /

COc1cc(N)c2ncccc2c1OC
  RAD54 inh = -6	esBAF inh = -9	RAD52 inh = 5	Xi reactivation = 0.1	ERAP1 inh = 2	ARNT-TACC3 inh = 23	GSIS activator = /	CFTR F508del cor = -0.4

The results go on.
Values run as follows: RAD54 inh	esBAF inh	RAD52 inh	Xi reactivation	ERAP1 inh	ARNT-TACC3 inh	GSIS activator	CFTR F508del cor
- COCC#Cc1cnc2c(c1)C(=O)N([C@H](C)CO)C[C@@H](C)[C@H](CN(C)S(=O)(=O)c1cn(C)cn1)O2
    9	-4	9	-1.1	3	-3	7	-2.0
- Cc1nc(SCC(=O)NC(=O)NCc2ccco2)nc(C)c1C
    /	/	-5	0.1	3	-9	13	2.1
- O=c1[nH]cnc2c1c(-c1ccccc1)cn2-c1ccccc1
    1	-7	-3	0.0	0	9	-16	1.3
- NS(=O)(=O)c1ccc(CCNC(=O)c2cc3ccccc3oc2=O)cc1
    -5	-2	-14	0.3	-2	-17	20	5.2
- COC(=O)c1c(NC(=O)C(C)C)sc2c1CCN(Cc1ccccc1)C2
    1	-5	6	0.1	5	3	-24	-5.5
- CC(=O)N1CCN(C(=O)c2ccc3c(c2)OCCO3)CC1
    7	-11	-21	0.0	-3	-1	9	0.0
- O=C(NC1CC1)c1cccc(NC(=O)C2CCN(S(=O)(=O)c3ccccc3C(F)(F)F)CC2)c1
    0	-1	5	0.1	-3	/	-10	2.4
- CNC[C@H]1Oc2c(NS(=O)(=O)c3cn(C)cn3)cccc2C(=O)N([C@H](C)CO)C[C@H]1C
    -2	-4	-9	-0.2	5	/	12	-1.2
- O=C(COc1ccc(Cl)cc1)NNC(=O)c1cccnc1
    /	-2	-14	0.0	-1	4	-7	1.0
- Cc1ccccc1NC(=O)Cn1cnc2c(oc3nc4c(cc32)COC(C)(C)C4)c1=O
    /	/	-10	0.1	5	-4	5	/
- Clc1nccc(NCc2ccccc2)n1
    3	/	4	-0.1	/	-13	1	-1.6
- Cc1c(C(c2ccc(O)cc2)c2c(C)n(C)n(-c3ccccc3)c2=O)c(=O)n(-c2ccccc2)n1C
    6	/	-12	0.0	-15	/	6	-0.3
- CCOc1ccc(NC(=O)CN(C)C(=O)c2ccc(OCc3ccccc3)c(OC)c2)cc1OCC
    4	4	-14	0.5	3	5	-32	-0.6
- CC(NC(=O)c1ccco1)C1CCCO1 (stereo unspecified)
    12	-4	/	/	/	28	17	/
- C[C@@H]1CN([C@H](C)CO)C(=O)Cc2cc(NC(=O)Cc3cn(C)c4ccccc34)ccc2O[C@H]1CN(C)Cc1ccc2c(c1)OCO2
    6	1	-40	-0.9	0	-1	-9	-1.0
- CC(C)COP(=O)(c1ccc(N(C)C)cc1)C(Nc1ccccc1)c1ccccc1 (stereo unspecified)
    -23	/	/	0.2	/	-3	39	/
- COc1ccc(-c2noc(CNC(=O)c3ccoc3C)n2)cc1OC
    -4	-9	-16	0.3	-3	-1	11	0.9
- C/C=C/c1ccc2c(c1)O[C@H](CN(C)Cc1ccc(C(=O)O)cc1)[C@@H](C)CN([C@@H](C)CO)S2(=O)=O
    4	-3	2	0.0	5	-2	14	1.7
- CCOc1cc(N2CCOCC2)c(OCC)cc1NC(=O)COc1ccccc1[N+](=O)[O-]
    3	-15	-15	0.1	-5	-5	12	1.8
- CCOC(=O)N1CCN(c2c(NCc3cccs3)c(=O)c2=O)CC1
    -1	3	-4	0.0	-3	3	/	3.6
- CCS(=O)(=O)N1CC(=O)N2[C@H](CO)[C@@H](c3ccc(-c4cccc(F)c4)cc3)[C@@H]2C1
    /	/	9	0.2	-10	/	6	7.0
- Cc1ccc(NC(=O)CN2CCN(c3ccccn3)CC2)cc1S(=O)(=O)N(C)C
    -1	-7	2	0.0	-1	16	-18	-2.0
- CCN(CC(=O)Nc1ccccc1C(F)(F)F)CC(=O)c1[nH]c(C)c(C(C)=O)c1C
    -3	-8	i	0.2	0	/	4	0.7
- CN1CCc2c(OCC(=O)N3CCCc4ccccc43)cccc2C1=O
    /	/	9	-0.1	2	-1	18	-0.3
- O=C(C[C@H]1CC[C@@H](NC(=O)c2cccc(F)c2)[C@H](CO)O1)Nc1nccs1
    0	0	-3	0.2	-1	-7	-10	-1.4
- O=C(c1cc2nc(-c3ccc(F)cc3)cc(C(F)(F)F)n2n1)N1CCCCC1c1cccnc1 (stereo unspecified)
    9	-28	-3	0.0	-4	7	6	0.5
- CCOC(=O)C1CCN(C(=O)c2cc3cc4ccc(C)cc4nc3o2)CC1
    -1	12	-18	0.0	0	3	-2	5.1
- Cc1c(C(=O)O)sc(S(=O)(=O)N2CCN(C(=O)Cc3ccc(Cl)cc3)CC2)c1C(=O)O
    5	0	-16	0.6	-2	-13	56	1.2
- CC(C)C(=O)Nc1cccc(S(=O)(=O)NC2=NCCC2)c1
    0	4	3	0.0	-3	/	0	-0.3
- CCNC(=O)C[C@H]1CC[C@H]2[C@H](COc3ccc(NC(=O)c4ccccc4)cc3C(=O)N2C)O1
    -1	8	-6	0.2	-2	-2	-7	1.0
- CC(=O)N1CCOc2ccc(S(=O)(=O)N3C(C)CCCC3C)cc21 (stereo unspecified)
    1	-4	-9	0.2	2	2	3	-1.5
- CCCCOc1ccc(C(=O)N/C(=C/C=C/c2ccccc2)C(=O)NCCO)cc1
    -2	-5	-20	0.5	-1	/	-22	/
- Cc1ccc(C(=O)Oc2ccc([N+](=O)[O-])cc2)cc1S(=O)(=O)N1CCCCCC1
    4	6	/	-0.1	/	-1	-22	/
- CC(C)N(C(=O)CSc1nnc(Cc2ccc3c(c2)OCO3)n1C)C(C)C
    /	/	-15	0.0	-1	0	1	-2.1
- Cn1nc(C(F)(F)F)c(-c2ccc(F)cc2)c1NC(=O)c1ccco1
    -4	/	-8	0.1	/	-3	-22	-0.7
